A549 tox: kills or reduces viability of A549 cells in Nrf2 counter-screen. A549 ARE-Fluc cells, CellTiter-Fluor viability, 18-24 h. 390,000 tested, 0.16% active. AID 504648. Potency, µM (titrated, usually from 46 µM), for the others: at the highest dose activity change, negative = cytotoxicity, actives largely listed as inhibitors; note: potency is the fitted concentration of half-maximal effect; % is set by controls: 0 for no effect and ±100 for the full control effect
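A549 ARE-Fluc cells in 5% FBS OPTI-MEM, 5000 cells/well, rested 2 h then exposed to compounds in concentration-response for 18-24 h at 37 °C. Viability by CellTiter-Fluor fluorescence (Ex 405/Em 525) after 30 min; luciferase luminescence (BugLite, 15 min, RT) read afterwards.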
EPAC2 antagonist: EPAC2 (human) antagonism. 360,000 tested, 0.18% active. Potency, µM (doses to about 114 µM), inactives show at the top dose activity, negative = inhibition, hits mostly inhibitors. AID 720708. EPAC2 GEF exchange of Rap1B-BODIPY-GDP, fluorescence. Q8WZA2; note: potency is the fitted concentration of half-maximal effect; % is set by controls: 0 for no effect and ±100 for the full control effect; nearly all actives have a fitted effect of over 45% in size; many of its hits are not listed in these tables
Target sequence (Q8WZA2 whole entry, looked up): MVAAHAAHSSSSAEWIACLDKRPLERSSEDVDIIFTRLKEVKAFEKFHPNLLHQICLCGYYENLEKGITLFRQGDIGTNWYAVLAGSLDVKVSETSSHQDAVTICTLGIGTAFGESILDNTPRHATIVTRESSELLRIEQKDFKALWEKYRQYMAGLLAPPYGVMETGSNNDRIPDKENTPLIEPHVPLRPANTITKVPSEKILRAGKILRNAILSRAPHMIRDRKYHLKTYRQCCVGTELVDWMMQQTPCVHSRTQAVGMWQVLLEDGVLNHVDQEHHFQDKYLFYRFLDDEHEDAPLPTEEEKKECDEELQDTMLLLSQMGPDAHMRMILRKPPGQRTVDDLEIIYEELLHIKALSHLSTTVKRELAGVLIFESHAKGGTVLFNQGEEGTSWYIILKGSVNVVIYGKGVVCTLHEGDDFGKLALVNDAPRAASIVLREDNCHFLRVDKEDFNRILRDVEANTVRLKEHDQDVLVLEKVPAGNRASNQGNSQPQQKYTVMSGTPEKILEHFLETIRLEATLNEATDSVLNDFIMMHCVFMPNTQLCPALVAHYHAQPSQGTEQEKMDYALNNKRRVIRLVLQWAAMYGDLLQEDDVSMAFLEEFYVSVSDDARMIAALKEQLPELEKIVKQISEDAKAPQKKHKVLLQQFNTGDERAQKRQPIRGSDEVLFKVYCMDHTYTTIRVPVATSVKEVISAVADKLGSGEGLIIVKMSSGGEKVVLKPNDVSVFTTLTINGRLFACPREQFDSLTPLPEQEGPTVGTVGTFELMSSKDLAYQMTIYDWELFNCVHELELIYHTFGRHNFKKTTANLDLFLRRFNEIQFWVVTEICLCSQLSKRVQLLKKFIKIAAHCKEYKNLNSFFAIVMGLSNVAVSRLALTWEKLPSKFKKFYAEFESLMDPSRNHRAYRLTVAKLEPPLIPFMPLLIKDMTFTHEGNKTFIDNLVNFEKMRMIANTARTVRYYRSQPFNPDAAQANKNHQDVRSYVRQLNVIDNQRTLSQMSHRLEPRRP
pAkt inh: blocks phosphorylation of Akt. Neuro2A IGF-stimulated pAkt S473 HTRF, 20 min; active compounds read low. activity change, % for hits at 50 µM. 360,000 tested, 0.32% active; in the data active = activity change below about -80%; inconclusive = mostly about -51% to -80%; note: % is set by controls: 0 for no effect and ±100 for the full control effect
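Neuro2A cells (4,500/well, DMEM with 0.5% FBS) were treated with compound at a single 50 µM final concentration, stimulated with 6 nM IGF for 20 min at 37 °C, and lysed. Phospho-Akt Ser473 was read by HTRF as 665/615 ratio ×10^4.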
TGFb SMAD3 inh: inhibitors of TGF-b signaling. HepG2 CAGA-GFP TGF-b/SMAD3 reporter, GFP fluorescence, 18 h; TGF-beta stimulated, 500 pg/mL final. Potency, µM (titrated, usually from 46.1 µM), inactives show at the top dose activity, negative = inhibition, actives largely listed as inhibitors. 410,000 tested, 1.2% active. AID 588855; note: potency is the fitted concentration of half-maximal effect; % is set by controls: 0 for no effect and ±100 for the full control effect; nearly all actives have a fitted effect of over 65% in size
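HEPG2 CAGA-GFP cells (1000/well, DMEM with 1% FBS) were pre-incubated 2 h at 37 degrees C, given compound by pin tool, then stimulated with TGF-beta at 500 pg/mL final for 18 h before per-cell GFP fluorescence imaging.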
Nrf2 activator: Nrf2 pathway activation. AREc32 ARE-luciferase reporter (MCF7-derived line), luminescence, 24 h. Potency, µM (titrated, usually from 46.1 µM), for the others: at the highest dose activation, actives largely listed as activators. 410,000 tested, 0.31% active; note: potency is the fitted concentration of half-maximal effect; % of control where 0% means no effect; nearly all actives have a fitted effect of over 65% in size
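ARE-driven firefly luciferase activity in AREc32 cells measured after a 24 hr compound exposure at 37 deg C, using Steady-Glo reagent and a 30 min room-temperature hold.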
Nrf2 inh: Nrf2 pathway inhibition; 360,000 tested, 2.1% active; AID 504444; Potency, µM (series often up to 46 µM), inactives show at the highest dose activity change, negative = inhibition, hits mostly inhibitors; A549 ARE-Fluc reporter, luciferase luminescence, 18-24 h; note: potency is the fitted concentration of half-maximal effect; % is set by controls: 0 for no effect and ±100 for the full control effect; nearly all actives have a fitted effect of over 60% in size
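Nrf2 activity is the BugLite luminescence, read 15 min after reagent at room temperature, following CellTiter-Fluor cytotoxicity readout (30 min, 37C). Compound titrations were applied for 18-24 h to 5000 A549 ARE_Fluc cells/well in 5% FBS OPTI-MEM.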
MmCpn inh: M. maripaludis TRiC chaperonin inhibition. Potency, µM (titrated, usually from 76.9 µM), without a hit: at the highest dose activity, negative = inhibition, hits mostly inhibitors. purified Mm-Cpn ATPase, ADP Transcreener TR-FRET. 330,000 tested, 0.031% active. AID 504842; note: potency is the fitted concentration of half-maximal effect; % is set by controls: 0 for no effect and ±100 for the full control effect; nearly all actives have a fitted effect of over 80% in size
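Compound-treated chaperonin, 25 nM final, turns over 10 uM ATP at 37°C for 30 min following a 10 min preincubation; ADP generated competes with ADP-d2 for Eu-cryptate antibody, lowering FRET.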
CCT modulator: cytosolic chaperonin activity modulation. purified chaperonin ATPase assay, HTRF ADP detection, 30 min. activity change, % (no concentration beside the values), hits read low. 360,000 tested, 0.3% active. AID 651819; in the data active = activity change below about -30%; note: % is set by controls: 0 for no effect and ±100 for the full control effect
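ATPase activity: ADP formed was measured by HTRF Transcreener (665/615 nm ratio) after 30 min at 37 deg C with 10 uM ATP. Compounds screened at one 76 uM concentration against 40 or 20 nM TRiC in Tris pH 7.4/KCl/MgCl2/DTT buffer.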
EPAC2 agonist: activates human EPAC2 exchange factor; EPAC2 activation, biochemical qHTS; response scale: 100% = 6.5 mM cAMP response; 360,000 tested, 0.079% active; Q8WZA2; Potency, µM (series often up to 154 µM), for the others: top-dose activation, hits mostly activators; note: potency is the fitted concentration of half-maximal effect; nearly all actives have a fitted effect of over 50% in size
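Compounds were titrated in qHTS against a Rap1B-BODIPY-GDP (250 nM) complex with EPAC2 (100 nM) and GDP (50 uM). BODIPY-GDP release tracked at 480/540 nm over 30 min at room temperature, normalized to 6.5 mM cAMP.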
Starred values were filed as active, the others as inactive; [ ] = dose if it differs, or a comment. Unless noted, calls come from the whole dose curve; as a rule, active = well fitted curve in the direction sought with a large enough effect; inconclusive = small, poorly fitted or top-dose-only effect, or another doubt; inactive = no such curve, though single readings can be large; an effect the other way counts as inactive or inconclusive.

`O=C(c1cc(-c2ccccc2Cl)nc2ccccc12)N1CCOCC1` gave A549 tox -3.4%, EPAC2 antagonist 6.7%, pAkt inh inactive, TGFb SMAD3 inh 0.5%, Nrf2 activator -0.2%, Nrf2 inh -5.1%, MmCpn inh -6.7%, CCT modulator -0.8 and EPAC2 agonist -2.8%.
For O=C(Cc1c[nH]c2ccccc12)N/N=C/c1ccc(F)cc1 the results were A549 tox -0.4%, EPAC2 antagonist -1.4%, pAkt inh inactive, TGFb SMAD3 inh 0.2%, Nrf2 activator 0.4%, Nrf2 inh -11.9%, MmCpn inh 0.3%, CCT modulator -1.6 and EPAC2 agonist 3.5%.
`CC1CCCN(C(=O)COC(=O)CNC(=O)c2ccc(Br)cc2)C1` (stereo not given) gave A549 tox -0.8%, EPAC2 antagonist -6.7%, pAkt inh inactive, TGFb SMAD3 inh 11.9%, Nrf2 activator 0.2%, Nrf2 inh 0.5%, MmCpn inh 0.7%, CCT modulator -1.8 and EPAC2 agonist 4.6%.
`CCn1c2ccccc2c2cc(NC(=O)C(=O)NCC3CCCO3)ccc21` (stereo not given) gave A549 tox 1.2%, EPAC2 antagonist 14.4%, pAkt inh inactive, TGFb SMAD3 inh -3.2%, Nrf2 activator 2.3%, Nrf2 inh 7.8%, MmCpn inh -1.9%, CCT modulator 2.9 and EPAC2 agonist 6.4%.
`COc1ccc(SC[C@H](C)CN2CC[C@H](C(C)(C)C)CCC2=O)cc1` gave A549 tox 3.5%, EPAC2 antagonist inconclusive, pAkt inh inactive, TGFb SMAD3 inh inconclusive, Nrf2 activator 3.2%, Nrf2 inh -19.8%, MmCpn inh -0.3%, CCT modulator 2.3 and EPAC2 agonist -2.8%.
For COC(=O)c1[nH]c2cccc(C)c2c1NC(=O)CN1CCN(c2ccccc2OC)CC1 the results were A549 tox 0.8%, EPAC2 antagonist -0.6%, pAkt inh inactive, TGFb SMAD3 inh 25.1%, Nrf2 activator 1.9%, MmCpn inh -1.7%, CCT modulator 2.3 and EPAC2 agonist -8.9%.
For CCNc1ccc(Br)cc(C(=O)/C=C/c2ccccc2Cl)c1=O the results were A549 tox inconclusive, EPAC2 antagonist 14.8%, pAkt inh inactive, TGFb SMAD3 inh 37.1%[activator], Nrf2 activator inconclusive, Nrf2 inh inconclusive, CCT modulator -0.2 and EPAC2 agonist 2.0%.
`COC(=O)c1sc2cccc(F)c2c1S(=O)(=O)N1CCN(c2ccc(F)cc2)CC1` gave A549 tox -0.1%, TGFb SMAD3 inh inconclusive, Nrf2 activator 6.4% and Nrf2 inh inconclusive.
`N=C(N)SCCN` gave A549 tox 0.7%, EPAC2 antagonist 13.1%, pAkt inh inactive, TGFb SMAD3 inh 28.5%, Nrf2 activator -0.9%, Nrf2 inh inconclusive, MmCpn inh 1.7%, CCT modulator -1.4 and EPAC2 agonist 0.7%.
Screening Cc1cccc(C(=O)NCCC(=O)Nc2ccc(C#N)cc2)c1 returned A549 tox 1.6%, EPAC2 antagonist 4.2%, pAkt inh inactive, TGFb SMAD3 inh -7.3%, Nrf2 activator 0.5%, Nrf2 inh -2.6%, MmCpn inh 1.1%, CCT modulator -1.9 and EPAC2 agonist 11.2%.
Screening CC1(C)C=C(c2ccc(C=O)s2)CC(C)(C)N1C=O returned A549 tox -1.7%, EPAC2 antagonist -5.9%, pAkt inh inactive, TGFb SMAD3 inh 0.0%, Nrf2 activator -0.4%, Nrf2 inh -18.3%, MmCpn inh 1.6%, CCT modulator -0.8 and EPAC2 agonist 11.6%.
`CCn1c(SCC(=O)Nc2ccc(S(=O)(=O)Nc3onc(C)c3C)cc2)nnc1-c1ccccc1` gave A549 tox -2.6%, EPAC2 antagonist -0.2%, pAkt inh inactive, TGFb SMAD3 inh -17.2%, Nrf2 activator 0.1%, Nrf2 inh 0.0%, MmCpn inh 2.7%, CCT modulator 0.2 and EPAC2 agonist 7.1%.
Screening CSc1ccc(/C=C/c2cc(=O)c3ccccc3[nH]2)cc1 returned A549 tox 2.0%, EPAC2 antagonist -1.6%, pAkt inh inactive, TGFb SMAD3 inh inconclusive, Nrf2 activator 4.2%[9.22 µM], Nrf2 inh -15.2%, MmCpn inh -3.4%, CCT modulator -2.3 and EPAC2 agonist -1.8%.
`NC(Cc1ccc(C(F)(F)F)cc1)c1csc(Nc2cc(NCc3ccco3)ncn2)n1` (stereo not given) gave EPAC2 antagonist 0.2%, pAkt inh inactive, TGFb SMAD3 inh inconclusive, Nrf2 activator -3.7%, CCT modulator 1.1 and EPAC2 agonist -1.5%.
For OCCNc1c2ccccc2nc2ccccc12 the results were A549 tox inconclusive, EPAC2 antagonist 9.8%, pAkt inh inactive, TGFb SMAD3 inh inconclusive, Nrf2 activator 7.0%, Nrf2 inh inconclusive, MmCpn inh 0.8%, CCT modulator 0.4 and EPAC2 agonist -0.1%.
Cc1cccc(N(CC(=O)NCC2CCCO2)C(=O)CNS(=O)(=O)c2ccc(Cl)cc2)c1 (stereo not given) was read as A549 tox -8.0%, EPAC2 antagonist -0.5%, pAkt inh inactive, TGFb SMAD3 inh -12.4%, Nrf2 activator -0.7%, Nrf2 inh 4.7%, MmCpn inh 0.9%, CCT modulator 1.6 and EPAC2 agonist 2.5%.
`NC(=O)CNC(=O)[C@@H]1CC2(CC(c3cccc(Br)c3)=NO2)CN1C(=O)c1ccc(Br)cc1` (stereo not given in full) gave A549 tox 0.9%, EPAC2 antagonist 1.2%, pAkt inh inactive, TGFb SMAD3 inh 0.9%, Nrf2 activator -0.7%, Nrf2 inh -2.1%, MmCpn inh 0.3%, CCT modulator 1.1 and EPAC2 agonist 8.4%.
For Cc1ccc(S(=O)(=O)CCC(=O)OCC(=O)N2c3ccccc3CC2C)cc1 (stereo not given) the results were A549 tox -8.2%, EPAC2 antagonist 9.8%, pAkt inh inactive, TGFb SMAD3 inh -3.1%, Nrf2 activator -0.3%, Nrf2 inh -1.6%, MmCpn inh -0.5%, CCT modulator -1.3 and EPAC2 agonist -1.4%.
Screening CCn1c(C)cs/c1=N\C(=S)Nc1ccccc1C returned A549 tox 8.7%, EPAC2 antagonist 1.4%, pAkt inh inactive, TGFb SMAD3 inh 2.2%, Nrf2 activator 4.3%[9.22 µM], Nrf2 inh 9.1%, MmCpn inh 3.3%, CCT modulator -3.3 and EPAC2 agonist 5.6%.
`COc1ccc(N2CCN(C(=O)CCCn3nnnc3CN3CCOCC3)C(C)C2)cc1` (stereo not given) gave A549 tox 0.9%, EPAC2 antagonist 15.6%, pAkt inh inactive, TGFb SMAD3 inh 17.7%, Nrf2 activator -0.2%, Nrf2 inh 1.1%, MmCpn inh -0.6%, CCT modulator -0.8 and EPAC2 agonist 7.3%.
Screening COCCN(Cc1cc2cc3c(cc2n2nnnc12)OCO3)C(=O)c1ccccc1F returned A549 tox 1.3%, EPAC2 antagonist 5.0%, pAkt inh inactive, TGFb SMAD3 inh 8.3%, Nrf2 activator -0.3%, Nrf2 inh 13.2%, MmCpn inh 1.2%, CCT modulator 1.5 and EPAC2 agonist 9.2%.
For CC1=C(C(=O)N2CCOCC2)C(c2ccccc2F)C2=C(CCCC2=O)N1 (stereo not given) the results were A549 tox -4.5%, EPAC2 antagonist 15.8%, pAkt inh inactive, TGFb SMAD3 inh 0.7%, Nrf2 activator 0.0%, Nrf2 inh inconclusive, MmCpn inh 0.1%, CCT modulator 2.0 and EPAC2 agonist 12.2%.
C[C@@H]1CN([C@H](C)CO)S(=O)(=O)c2ccc(Br)cc2O[C@@H]1CN(C)C(=O)NC1CCCC1 was read as EPAC2 antagonist 7.0%, pAkt inh inactive, TGFb SMAD3 inh -4.5%, Nrf2 activator 0.0%, CCT modulator -0.1 and EPAC2 agonist 0.1%.
Screening Cc1cccc(C(C(N)=O)c2ncc(C(F)(F)F)cc2Cl)c1 (stereo not given) returned A549 tox -5.3%, EPAC2 antagonist 4.4%, pAkt inh inactive, TGFb SMAD3 inh 3.6%, Nrf2 activator 0.8%, Nrf2 inh -16.2%, MmCpn inh -1.5%, CCT modulator 3.1 and EPAC2 agonist -8.5%.
Screening COc1ccccc1-c1c(C(F)(F)F)oc2cc(OS(C)(=O)=O)ccc2c1=O returned A549 tox -11.1%, EPAC2 antagonist -11.2%, pAkt inh inactive, TGFb SMAD3 inh -28.5%, Nrf2 activator 1.7%, Nrf2 inh 8.2µM*, MmCpn inh 1.6%, CCT modulator -0.1 and EPAC2 agonist -0.2%.
`CC(=O)Nc1ccc(S(=O)(=O)N[C@@H](C)C(=O)N2CCN(C/C=C/c3ccccc3)CC2)cc1` gave A549 tox 0.0%, EPAC2 antagonist 8.2%, pAkt inh inactive, TGFb SMAD3 inh -10.5%, Nrf2 activator 3.9%, Nrf2 inh inconclusive, MmCpn inh -4.5%, CCT modulator -1.0 and EPAC2 agonist 7.5%.
`CCOc1cc(Br)c(C2C(C(=O)OC)=C(C)NC3=C2C(=O)c2ccccc23)cc1OCC` (stereo not given) gave A549 tox -29.1%, TGFb SMAD3 inh -14.1%, Nrf2 activator 12.8% and Nrf2 inh -13.1%.
`N#Cc1cc2[nH]c3ccccc3c2[n+](-c2ccc([N+](=O)[O-])cc2)c1N` gave A549 tox inconclusive, EPAC2 antagonist 1.6%, pAkt inh inactive, TGFb SMAD3 inh -16.1%, Nrf2 activator -0.5%, Nrf2 inh inconclusive, MmCpn inh 2.0%, CCT modulator -2.4 and EPAC2 agonist -2.5%.
O=C(C(=O)N1CCN(Cc2ccccc2)CC1)c1c[nH]c2ccccc12 was read as A549 tox -1.9%, EPAC2 antagonist -2.4%, pAkt inh inactive, TGFb SMAD3 inh -3.8%, Nrf2 activator -0.2%, Nrf2 inh -7.2%, CCT modulator -1.5 and EPAC2 agonist 7.8%.

Only part of the results is shown; the hit share may differ from the screen's.
